aSyn UTR inh: 5' untranslated region of α-synuclein, MLPCN primary screen; alpha-synuclein 5'UTR reporter, inhibitor activity; 300,000 compounds, 0.82% hits; inhibition, % (tested at 7.5 µM); in the data active means inhibition above about 60%; inconclusive means no clear call, values can overlap the other calls;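 further: H4 neuroglioblastoma cells stably carrying SNCA 5'UTR luciferase fusion; 0% = DMSO wells and 100% = positive control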
HSF1 inhib: HSF1 inhibition; AID 2098; activity change, negative = inhibition, % at 7.5 µM (by protocol); 300,000 compounds, 0.77% hits; NIH3T3-HGL HSE-luciferase, MG132-induced, luminescence 8 h; stronger effect = lower value;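 active means more than half of replicate wells show activity change below -50%, luminescence cut by over half; inconclusive means some wells, but at most half, below -50%; inactive means no replicate well below -50%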;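 further: luciferase reports HSF-1 transcriptional activity via heat shock element; 0% = median of DMSO wells and -100% = zero luminescence signal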
SKKanGAS inh: SKKanGAS growth inhibition. inhibition, % at 7.5 µM. S. pyogenes SKKanGAS, kanamycin growth, BacTiter-Glo, 6 h. 300,000 compounds, 1.3% hits;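 active means mean replicate score, as percent of positive control median, at least 50; inconclusive means mean below 50 but one replicate at or above 50; inactive means mean and every replicate below 50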;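 further: strain carries kanamycin resistance gene driven by streptokinase promoter and grows in 40 µg/ml kanamycin; loss of luminescence reflects streptokinase promoter inhibition or plain growth inhibition; 0% = median of DMSO wells and 100% = positive control at its reference dose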
IEC-6 tox: IEC-6 cytotoxicity, counter-screen for KLF5 inhibitors; 290,000 compounds, 0.78% hits; inhibition, % at 5 µM; AID 1825; luminescence viability; in the data active means inhibition above about 22%;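 further: 0% = plate median of test compound wells and 100% = cytotoxic reference compound wells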
HIF activator: HIF pathway transcriptional activation. activation, % at 7.5 µM (by protocol). 300,000 compounds, 0.32% hits. AID 1910. U2OS HRE-luciferase reporter, luminescence; normalized: DMSO 0%, desferrioxamine 100%;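 active means mean activation of at least 10% of the iron chelator positive control signal, with at least half of replicates also reaching 10%; inconclusive means mean and replicate majority disagree about reaching 10%; inactive means mean and most replicates under 10%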
AI-2 QS mod: modulates the Vibrio harveyi AI-2 quorum sensing system. Vibrio harveyi JMH597 AI-2 luminescence/OD600 ratio, 9 h; stronger effect = lower value; strain lacks LuxN and CqsS sensors; 0 = neutral-control median. activity change, % at 7.5 µM. 300,000 compounds, 0.4% hits. AID 2094; in the data active means activity change below about -75%, passing the limit was not always enough; inconclusive means no clear call, values can overlap the other calls;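 further: luminescence divided by OD600 gain over 9 h not by final OD600 alone; inactives centre near 13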
HSF1 activator: increases HSF-1 driven luciferase reporter signal | NIH3T3-HGL HSF-1 luciferase reporter, MG132, 8 h; 100% = twice DMSO control signal | activation, % at 9 µM | 300,000 compounds, 1.7% hits;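 active means mean replicate activation of at least 50% with a set share of replicates each reaching 50%; inconclusive means only one of those two conditions met; inactive means mean below 50% and too few replicates reaching it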;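 further: 0% = median of the neutral control wells and 100% = twice that signal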
Platelet DG rel: platelet dense granule release activity | human platelet-rich plasma, SFLLRN dense granule ATP release, luminescence | inhibition, %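 (compounds screened at 7.5 µM in platelet-rich plasma)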 | 300,000 compounds, 0.22% hits | AID 1663;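 active means mean replicate score, as percent of positive control, at or above 50; inconclusive means mean below 50 but at least one replicate at or above 50; inactive means mean and every replicate below 50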
KLF5 inh: kruppel-like factor 5 inhibition. inhibition, % at 5 µM. AID 1700. DLD-1 KLF5 promoter-luciferase reporter, luminescence. 290,000 compounds, 0.23% hits;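 active means inhibition above a per-plate limit of that plate's mean compound inhibition plus 3 SD, cut at about 60% in these data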;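 further: 0% = DMSO wells and 100% = LY294002 at 200 µM; higher means less KLF5 promoter-driven luciferase light; inactives centre near -14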
HSP90 refold inh: HSP90 refolding inhibition in rabbit reticulocyte lysate; 290,000 compounds, 0.91% hits; luciferase refolding luminescence, 3 h; AID 1789; inhibition, % at 5.6 µM;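 active means inhibition above the screen-wide mean plus 3 SD, computed separately per campaign, cut at about 16% in these data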;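 further: 0% = DMSO wells and 100% = 60 µM geldanamycin wells; inhibitors lower the luminescence because luciferase stays unfolded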
The depositor's hits bear a star; ? = inconclusive; / = not tested or not shown.

SMILES | aSyn UTR inh | HSF1 inhib | SKKanGAS inh | IEC-6 tox | HIF activator | AI-2 QS mod | HSF1 activator | Platelet DG rel | KLF5 inh | HSP90 refold inh
O=C(c1ccco1)N1CCN(C(=O)c2ccc(Cn3cc(Br)cn3)o2)CC1 | 23 | 3 | -5 | 1 | 0.2 | 24 | 2 | -3 | -20 | 4
Nc1nonc1-n1nnc(C(=O)N/N=C/c2ccccc2F)c1-c1cccs1 | 14 | -1 | 8 | 0 | -0.2 | 20 | 1 | 11 | -22 | -1
CC(C)(C)NC(=O)CSC(=Nc1ccc(F)cc1)NC#N | 2 | -14 | 0 | 3 | 1.1 | 34 | -29 | 0 | -17 | 1
COc1ccc(C(C)NC(=O)c2ccccc2)cc1 (configuration not stated) | 32 | 1 | 1 | -4 | 0.5 | 4 | -9 | 10 | -59 | 3
COc1cc(/C=C(\CC(=O)O)c2nc3ccccc3s2)cc(OC)c1O | 17 | 2 | 8 | -4 | -0.6 | 17 | -16 | -5 | -1 | -2
CC(C)N(C)C(=O)CCc1nnc(CCc2c[nH]c3ccccc23)o1 | -15 | 10 | -1 | -2 | 0.1 | 15 | 33 | -9 | -44 | -3
COc1cccc(N(C(=O)C2COc3ccccc3O2)C(C(=O)NC2CCCCC2)c2ccc(O)cc2)c1 (configuration not stated) | 3 | -2 | 10 | 1 | -0.2 | 10 | -10 | 11 | -5 | 1
COCc1ccc(CN2CCC(C(=O)Nc3cccc(-c4cscn4)c3)CC2)o1 | 2 | 0 | -7 | 0 | -0.5 | 10 | 17 | 5 | -20 | -1
COc1ccccc1N1CCN(C(=O)CSc2nnc(NC(=O)c3ccco3)s2)CC1 | 16 | -4 | 10 | -1 | 0.3 | 29 | -7 | 2 | -19 | -1
O=C(NNC(=O)c1ccccc1Cl)c1ccccc1Cl | -30 | 2 | -3 | 2 | 0.2 | 7 | 0 | -8 | 3 | 3
CN1/C(=C/C(=O)c2nc(S(C)(=O)=O)ncc2Cl)C(C)(C)c2ccccc21 | ? | -92* | -32 | -4 | / | 7 | -92 | -12 | -30 | 1
C=CCN1C(=O)C2C(C(=O)NC3CCCC3)C3C=CC2(O3)C1C(=O)NC1CCCC1 (configuration not stated) | 1 | 3 | 2 | -1 | -0.1 | 8 | 9 | 0 | -28 | -3
O=C(CNS(=O)(=O)/C=C/c1ccccc1)OCC(=O)N1CCC(Cc2ccccc2)CC1 | -7 | 4 | 1 | 6 | 0.8 | 19 | -18 | 2 | 1 | -9
O=C(OCC#Cc1c(COC(=O)c2ccccc2)nnn1Cc1ccccc1)c1ccccc1 | 22 | -5 | 4 | / | -1.1 | 10 | 3 | 16 | / | /
CCOC(=O)N1CCN(S(=O)(=O)N2CCCC(C(=O)NCc3ccccc3OC)C2)CC1 (configuration not stated) | 11 | 6 | 2 | 1 | -0.2 | 18 | 0 | -9 | -1 | -1
OC(c1ccccc1)C(O)c1ccccc1 (configuration not stated) | -6 | -2 | -9 | / | -0.7 | 25 | -1 | 24 | / | /
COC(=O)c1nnn(-c2cccc(Cl)c2)c1C(=O)OC | 0 | -3 | -6 | -3 | 0.1 | 42 | 10 | 1 | -6 | -1
CCC(CC)NC(=O)Nc1cccc(C)c1C | 5 | -3 | -1 | -3 | -0.1 | 25 | 3 | -9 | 5 | -2
O=P(c1ccccc1)(c1ccccc1)C(O)c1ccncc1 (configuration not stated) | 0 | 7 | 8 | 6 | -0.2 | 37 | 8 | 2 | -10 | -2
Cc1ccc(/C=N/NC(=O)c2cccc(S(=O)(=O)Nc3ccccc3Cl)c2)s1 | 16 | 7 | 20 | -4 | 0.1 | 19 | 1 | 6 | -3 | 6
COc1ccc(C(CNC(=O)c2oc3ccc(F)cc3c2C)N2CCCCC2)cc1 (configuration not stated) | -9 | -1 | 3 | 3 | -0.3 | 13 | -2 | 0 | -18 | 1
Cc1c(Cl)cccc1NC(=O)CC1SCCNC1=O (configuration not stated) | -18 | 4 | 1 | 7 | 0.4 | 0 | 35 | -4 | -14 | 0
Cn1nc(-c2ccc(Cl)cc2)cc1NC(=O)Nc1ccccc1 | -24 | 10 | -7 | -1 | -0.2 | 3 | 2 | -2 | -36 | -3
Cn1cc(Br)c(-c2cccc(NC(=O)CC(C)(C)CC(=O)O)c2)n1 | -15 | 1 | 3 | 0 | 0.0 | 8 | 6 | -5 | -6 | 0
CCN1C(=O)[C@H]2[C@@H](c3ccc(OC)cc3)N3C(=O)CN(Cc4ccccc4)C(=O)[C@@]3(Cc3ccccc3)[C@H]2C1=O | 2 | -3 | 1 | 1 | 0.0 | -4 | -10 | -4 | -5 | 4
Cc1cccc(OC(C)C(=O)NC2CCS(=O)(=O)C2)c1C (configuration not stated) | -5 | -1 | 7 | 0 | -15 | -13 | -3 | -9 | -26 | 1
Fc1ccc(CSc2ccc(-c3ccco3)nn2)cc1 | -153 | 11 | 0 | 2 | ? | -34 | 17 | 10 | -54 | 3
CCCCOC(=O)c1ccc(NC(=O)c2cc(Cl)c(Cl)cc2C(=O)O)cc1 | -7 | -4 | 11 | 7 | 1.2 | 21 | -7 | 1 | 2 | -6
CCn1c(=NC(=O)c2ccc(S(=O)(=O)N(C)C)cc2)sc2cccc(OC)c21 | 18 | -6 | 18 | -2 | 0.2 | 19 | 3 | 11 | -24 | 0
CC(C)c1nc2oc3c(NCC4CCCO4)ncnc3c2c2c1CCC2 (configuration not stated) | 23 | -13 | -8 | 3 | -0.3 | 7 | -3 | 3 | -5 | 2
O=C(NCCOc1ccccc1)c1cc(C(=O)NCCOc2ccccc2)cc([N+](=O)[O-])c1 | 7 | 8 | 4 | 0 | -0.6 | -97* | 26 | 18 | -18 | -2
Cn1c2ccccc2c2nnc(SC3CCOC3=O)nc21 (configuration not stated) | -35 | 5 | 1 | 5 | 0.1 | 24 | 14 | -2 | -7 | 3
CC1CC1C(=O)N1CCN(S(=O)(=O)c2cccc(F)c2)CC1 (configuration not stated) | 5 | -7 | 19 | / | -0.6 | 8 | 0 | 11 | / | /
Cc1ccc(-c2nc(NCCN3CCOCC3)c3ccccc3n2)cc1 | -138 | -10 | 2 | 8 | 0.1 | 12 | -24 | 0 | 4 | -2
O=C(Nc1ccc(S(=O)(=O)Nc2cnc3ccccc3n2)cc1)c1ccc(F)cc1 | 9 | 1 | 3 | / | 0.6 | 13 | 12 | -3 | / | /
CCCSc1oc(-c2ccco2)nc1S(=O)(=O)c1ccccc1 | 32 | 4 | -4 | 1 | -0.2 | 2 | 1 | -8 | -21 | -3
O=C(NC1CCCCC1)C(c1ccccc1)N1CCOCC1 (configuration not stated) | -30 | 0 | 1 | -2 | 0.1 | 7 | 6 | 2 | -15 | 8
O=[N+]([O-])c1ccc2c(c1)C=C1CCCCC1(N1CCCC1)O2 (configuration not stated) | -5 | 16 | 3 | -4 | -0.4 | -6 | 45 | 0 | 8 | -5
CC(=O)c1c(C)[nH]c(C(=O)Nc2cccc3ccccc23)c1C | -16 | 6 | 6 | 3 | -34 | -6 | 43 | -2 | -2 | 5
COc1ccc(/C=N/NC(=O)c2ccc(Cn3cc([N+](=O)[O-])cn3)o2)c(OC)c1C | 8 | 4 | -1 | 5 | 0.2 | 29 | 3 | 5 | -31 | 2
CC1=C(C(=O)Nc2cc(C(=O)NCCC(C)C)ccc2C)SCCO1 | -4 | -2 | -2 | -4 | -1.0 | 20 | 2 | 4 | -50 | -6
COC(=O)c1cc(S(=O)(=O)NCCN2CCN(c3ccccc3F)CC2)c[nH]1 | 1 | -2 | -9 | -4 | 0.0 | -4 | -5 | 2 | 4 | 3
CCN1CCN(c2ccc(NC(=O)c3ccccc3F)cc2Cl)CC1 | -136 | 15 | 0 | 9 | 3.9 | 26 | 9 | 1 | -109 | 5
CN(C(=O)c1ccco1)c1nnc(-c2ccc(F)cc2)s1 | -200 | 16 | -2 | 2 | 3.1 | 21 | 35 | 2 | -100 | -4
CC1=C(C(=O)N2CCOCC2)C(c2c(C)cc(C)cc2C)NC(=S)N1 (configuration not stated) | 4 | 64 | -3 | -1 | -0.3 | 6 | 95* | -7 | -41 | 3
CC(=O)N1CCOc2ccc(S(=O)(=O)N3CCC(C(=O)Nc4cc(C)cc(C)c4)CC3)cc21 | 15 | 0 | 5 | 1 | -0.4 | 18 | 7 | -8 | -6 | 1
O=[N+]([O-])c1cccc(-c2cnc3ccccc3n2)c1 | -93 | 1 | 0 | 5 | 1.8 | 4 | 0 | -19 | -3 | 7
O=C(c1cccs1)n1nc(-c2ccccc2)nc1NCc1ccc(F)cc1 | 16 | -7 | -14 | 0 | 0.1 | / | -15 | 12 | -42 | 0
CN1CCN(c2ccc(NC(=O)COc3ccccc3)cc2Cl)CC1 | -192 | 12 | -4 | 8 | 3.2 | 16 | 32 | 4 | -133 | 5
COC(=O)c1ccccc1NC(=O)CSc1nnc(C(C)NC(=O)c2ccc(Cl)cc2Cl)n1C (configuration not stated) | -12 | 6 | 12 | 1 | -0.5 | 15 | 11 | 9 | -22 | -2
N=c1ccn(Cc2ccc(F)cc2)cc1 | 4 | -5 | 0 | -4 | -0.4 | 9 | -6 | -23 | -7 | 2
COc1ccc(-c2csc(Cc3nnc(N4CCOCC4)n3-c3ccccc3)n2)cc1OC | 48 | 6 | -5 | 0 | -0.8 | 12 | 24 | 11 | -15 | 4
Cc1ccc(S(=O)(=O)NC(=O)NC(C)Cc2ccccc2)cc1 (configuration not stated) | 0 | 2 | 5 | 2 | -0.2 | 44 | 1 | 1 | 2 | 2
COc1ccc(N=Cc2ccc[nH]2)cc1 | -39 | -62* | 2 | -5 | 0.7 | 11 | -66 | 0 | -14 | 1
Cc1ccc(S(=O)(=O)N2CCCC2)cc1C(=O)NCCN1CCOCC1 | 4 | -7 | -8 | 1 | 0.0 | -3 | -1 | -6 | 0 | 7
O=C1OC(N2CCN(C(=O)C3CCCO3)CC2)c2ccccc21 (configuration not stated) | -2 | -9 | -3 | -2 | -1.7 | 38 | -17 | -1 | 0 | -3
Cc1ccccc1S(=O)(=O)Cc1ccc(C(=O)NC2CCCCCC2)o1 | -6 | -2 | -1 | -1 | -0.4 | 20 | 8 | -2 | -7 | -1
CCOC(=O)CSc1nc(C)cc2c1C(=O)OC2 | 28 | -26 | 3 | 9 | 0.7 | 13 | -35 | 12 | -6 | -1
Cc1cc(NC(=O)CSc2nc(C(C)(C)C)nc3ccccc23)no1 | 26 | / | 0 | -2 | 1.0 | 34 | / | -2 | 11 | 2
Cc1cccc(C2=NN(c3ccc(Br)cc3)[C@@H](C(=O)N3CCOC3=O)[C@@H]2c2ccc(F)cc2)c1 | -11 | 10 | 19 | -2 | -0.5 | 38 | 11 | 0 | -29 | 0

The order is random. Share with any hit: about 6%.
